Screening data: PubChem BioAssay, National Center for Advancing Translational Sciences (NCATS)
Pf growth 96h – P. falciparum growth inhibition at 96 hour, primary screen for plastid delayed-death inhibitors; P. falciparum luciferase reporter growth, 96 h; Potency, µM (top dose mostly 28.7 µM), for the others: at the top dose activity change, negative = inhibition, actives largely listed as inhibitors; actives 6.9% (n = 320,000); AID 504834; also: potency is read from the fitted curve at half-maximal effect; % is scaled to controls: 0 for no effect and ±100 for the full control effect
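Plates of compound plus infected erythrocytes (2% hematocrit, 0.05% parasitemia final) incubate 96 hours, 37 C, 5% CO2. Detection reagent added; reduced luminescence from the parasites' luciferase reporter flags inhibition.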
CHX counter – counter-screen hit for Shiga toxin inhibitors, cycloheximide | AID 2314 | actives 12% (n = 300,000) | max response, % | cell reporter, cycloheximide protein synthesis inhibition counterscreen; in the data active = max response mostly above about 13%, no sharp cut-off; inactive = mostly below about 14%; also: read at 38.3 µM for the half of the compounds with a filed dose; 0% is about no effect
Shiga toxin inh – blocks Shiga toxin action in Vero cells. Vero cells, Shiga toxin protein synthesis inhibition reporter. inhibition, % at 38.7 µM. actives 9.2% (n = 290,000). AID 2315; in the data active = inhibition mostly above about 28%, no sharp cut-off; inactive = mostly below about 43%; also: 0% is about no effect
Pf growth 48h – inhibits P. falciparum growth in the first generation, 48 h; actives 5.9% (n = 310,000); AID 504832; P. falciparum luciferase growth in erythrocytes, 48 h; Potency, µM (titrated, usually from 28.7 µM), for the others: at the top dose activity change, negative = inhibition, usual class: inhibitors; also: potency is read from the fitted curve at half-maximal effect; % is scaled to controls: 0 for no effect and ±100 for the full control effect
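In quantitative HTS format, infected erythrocytes bearing luciferase-reporter parasites were treated for a single generation at 37 C. Luminescence after adding detection reagent served as the growth measure.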
LmPK inh – inhibitors of Leishmania mexicana pyruvate kinase; Q27686; purified LmPK, Kinase-Glo ATP luminescence, 1 h; Potency, µM (series often up to 57.5 µM), for the others: at the highest dose activity change, negative = inhibition, usual class: inhibitors; actives 0.37% (n = 290,000); also: potency is read from the fitted curve at half-maximal effect; % is scaled to controls: 0 for no effect and ±100 for the full control effect
Target sequence (Q27686 whole entry, looked up): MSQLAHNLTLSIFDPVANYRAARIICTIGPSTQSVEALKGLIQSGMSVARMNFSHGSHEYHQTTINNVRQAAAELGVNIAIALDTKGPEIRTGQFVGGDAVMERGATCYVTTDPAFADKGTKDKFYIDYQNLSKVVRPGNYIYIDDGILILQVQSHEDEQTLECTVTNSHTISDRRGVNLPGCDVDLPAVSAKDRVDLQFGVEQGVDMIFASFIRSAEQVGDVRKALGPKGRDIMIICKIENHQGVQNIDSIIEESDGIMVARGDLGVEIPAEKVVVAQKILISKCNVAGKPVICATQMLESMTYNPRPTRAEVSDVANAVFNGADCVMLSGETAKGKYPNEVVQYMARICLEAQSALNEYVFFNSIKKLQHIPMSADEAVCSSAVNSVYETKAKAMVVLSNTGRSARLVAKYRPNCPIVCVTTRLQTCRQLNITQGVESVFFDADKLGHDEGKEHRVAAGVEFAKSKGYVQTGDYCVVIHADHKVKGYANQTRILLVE
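Kinase-Glo luminescence read after 1 h RT reaction of 0.1 nM LmPK with 0.5 mM PEP and 0.1 mM ADP. Activity scaled between uninhibited and enzyme-free controls.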
TbPYK inhibitor – T. brucei pyruvate kinase inhibition; Q57TT1; TbPYK enzyme, Kinase-Glo Plus ATP luminescence, 45 min; Potency, µM (series often up to 76.8 µM), for inactives: top-dose activity, negative = inhibition, actives largely listed as inhibitors; actives 0.12% (n = 410,000); AID 624173; also: potency is read from the fitted curve at half-maximal effect; % is scaled to controls: 0 for no effect and ±100 for the full control effect; nearly all actives have a fitted effect of over 50% in size
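In this concentration-response screen, enzyme-free wells defined baseline while DMSO plates tracked drift. Each reaction combined TbPYK, substrate, compound and 130 uM ADP for 45 min at room temperature. Kinase-Glo Plus luminescence gave the signal.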
HCV inh – HCV inhibition; Huh7.5.1 HCVcc-Cre infection, luciferase reporter, 44 h; Potency, µM (titrated, usually from 41.8 µM), for inactives: at the top dose activity change, negative = inhibition, hits mostly inhibitors; actives 3.4% (n = 340,000); also: potency is read from the fitted curve at half-maximal effect; % is scaled to controls: 0 for no effect and ±100 for the full control effect
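After 44 h co-culture of compound, cells and HCVcc-Cre (~0.5 moi), substrate is added for 15 min at room temperature and luciferase measured over 15 sec. Cells were seeded at 1,000/well and pre-cultured 4 h.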
* marks the source's active call; other numbers are inactive results; ? = inconclusive; · = not tested or not shown; [ ] = another dose, or the depositor's remark. Unless noted, calls follow the shape of the dose curve; as a rule, active = well fitted curve in the direction sought with a large enough effect; inconclusive = small, poorly fitted or top-dose-only effect, or another doubt; inactive = no such curve, though single readings can be large; an effect the other way counts as inactive or inconclusive.

SMILES | Pf growth 96h | CHX counter | Shiga toxin inh | Pf growth 48h | LmPK inh | TbPYK inhibitor | HCV inh
CCOC(=O)C1=C(c2ccc(OC)cc2)OC(N)=C(C#N)C1c1cccnc1 (configuration not stated) | 0% | 13 | 5 | 27% | 5% | 1% | 27%
Cc1ccccc1-c1nc(CN2CCCC(C(=O)NCCCN3CCOCC3)C2)c(C)o1 (configuration not stated) | -2% | -3 | -11 | ? | 1% | 2% | ?
COc1cc2c(cc1OC)[C@@H]1C(=O)c3ccc4c(c3O[C@@H]1CO2)C[C@H](C(C)C)O4 | ? | -1 | -6 | ? | -9% | -1% | 0.32µM*
Cc1c(NC(=O)/C=C/c2cn(-c3ccccc3)nc2-c2ccccc2)c(=O)n(-c2ccccc2)n1C | 26% | 0 | -11 | -2% | 1% | 6% | ?
Cc1nnc(SCC(=O)N2CCCCC2)n1CC1CCCO1 (configuration not stated) | 4% | -1 | 16 | 5% | -3% | -1% | 1%
CN(C)CC(C)(C)CNC(=O)C1CCN(Cc2ccccc2O)CC1 | -11% | 2 | -2 | -12% | -3% | 11% | ?
O/N=C(\c1ccccc1)C(O)c1ccccc1 (configuration not stated) | -18% | 8 | -2 | -15% | -6% | -3% | 16%
O=C(CNc1cccc([N+](=O)[O-])c1)N/N=C/c1ccc([N+](=O)[O-])o1 | -14% | -1 | -7 | ? | -1% | -1% | ?
O=C(c1cccc(Cl)c1)N1CCN(C(=O)c2ccco2)CC1 | · | 2 | 31 | -6% | -4% | -8% | -6%
O=C(Cn1ncn2c(cc3ccccc32)c1=O)NCCCc1ccccc1 | -21% | -1 | -1 | 20% | -4% | -11% | 4%
CCOCc1[nH]c(=S)[nH]c(=O)c1Cc1ccc(OCC(C)C)cc1 | -82%[5.75 µM] | 6 | 11 | -23% | -2% | 2% | -6%
NC(=O)CCC(NS(=O)(=O)c1ccc(Cl)cc1)C(=O)NCc1ccccc1 (configuration not stated) | -16% | -4 | -9 | -8% | -6% | · | 1%
CC1CN(C(=O)CSc2nnc(CNC(=O)c3ccc(S(=O)(=O)N(C)C)cc3)o2)CC(C)O1 (configuration not stated) | -2% | -4 | -14 | 2% | -2% | -9% | -5%
Cc1cc(Cl)c2oc(C(=O)N(C)Cc3cc(C)[nH]n3)c(C)c2c1 | 9% | 10 | 12 | 0% | -8% | -10% | ?
Cc1ccc(/C=C/C(=O)N2CCN(Cc3ccccc3)CC2)o1 | 402%[activator] | 16 | -37 | 0% | 2% | -3% | 18%
O=C(COC(=O)c1ccccn1)c1ccc([N+](=O)[O-])cc1 | 41%[activator] | 10 | 41* | ? | -1% | -3% | -1%
Cc1ncc(C[n+]2csc(CCOP(=O)(O)O)c2C)c(N)n1 | -98% | · | · | -71% | · | 7% | ·
O=c1cnnc(Nc2ccccc2)[nH]1 | 3% | -3 | 2 | -7% | 2% | -4% | 17%
Cc1c(F)cccc1NS(=O)(=O)c1ccc2c(c1)n(C)c(=O)c(=O)n2C | -18% | -5 | -6 | 9% | -1% | 1% | 0%
O=C(Cc1ccccc1[N+](=O)[O-])NCCCc1ccccc1 | ? | 1 | · | 22% | -1% | 1% | 11%
Cc1ccc(S(=O)(=O)N2CC=C(c3c(C)n(C)c4ccccc34)CC2)cc1 | ? | 0 | 2 | -19% | 3% | -3% | 1%
CCOC(CNC(=O)c1cccn2c(=O)c3cc(Cl)ccc3nc12)OCC | ? | -4 | 4 | · | 1% | 2% | ?
COc1ccc(NC2CCCN(C(=O)CN3C(=O)c4ccccc4C3=O)C2)cc1OC (configuration not stated) | -9% | 4 | 16 | -5% | 9% | -12% | 5%
CCOC(=O)c1ccc(NC(=O)C2COc3ccccc3O2)cc1 (configuration not stated) | ? | -2 | · | 51%[activator] | 9% | -13% | 8%
CC(OC(=O)CN1C(=O)NC2(CCCC2)C1=O)C(=O)Nc1cccc(Cl)c1 (configuration not stated) | 8% | -3 | 6 | -1% | 1% | -1% | 17%

Some values from the entries so far.
In Pf growth 96h, Cc1c(F)cccc1NS(=O)(=O)c1ccc2c(c1)n(C)c(=O)c(=O)n2C has -18%
In LmPK inh, O/N=C(\c1ccccc1)C(O)c1ccccc1 (configuration not stated) has -6%
In LmPK inh, CC1CN(C(=O)CSc2nnc(CNC(=O)c3ccc(S(=O)(=O)N(C)C)cc3)o2)CC(C)O1 (configuration not stated) has -2%

More structures:
SMILES | Pf growth 96h | CHX counter | Shiga toxin inh | Pf growth 48h | LmPK inh | TbPYK inhibitor | HCV inh
COc1ccc(-c2cc3c(nn2)-c2ccccc2C3=O)cc1 | 1.9µM* | -4 | -25 | 19% | ? | ? | 7%
CC(C)N(C(=O)Cn1c(SCC(=O)N2CCN(c3ccccc3)CC2)nc2ccccc21)C(C)C | · | -2 | -1 | -1% | 0% | -9% | 13%
O=C(Nc1ccc(Br)cc1C(=O)O)c1ccc2c(c1)C(=O)N(Cc1ccccc1)C2=O | ? | 34* | 36* | -19% | -10% | -1% | 22%
O=C(Nc1ccc(Cl)cc1)C1=Cc2cc(Cl)ccc2OC1 | · | 1 | -12 | -3% | 1% | -3% | -27%
COc1ccc(-n2c(SCC(=O)NC3CC3)nc3ccccc3c2=O)cc1OC | -11% | · | · | -10% | · | -9% | -4%
CC1CN(C(=O)c2ccccc2OCc2ccccc2Cl)CC(C)O1 (configuration not stated) | ? | · | · | ? | · | 9% | -13%
CC(=O)NC(=S)NNC(=O)C(c1ccccc1)c1ccccc1 | 30%[activator] | -2 | -2 | ? | -3% | -11% | 0%
CCc1cccc(C)c1NC(=O)C(c1ccc(O)cc1)N1CCC1=O (configuration not stated) | -1% | -3 | -5 | 2% | -5% | 5% | 5%
Fc1ccccc1N1CCN(c2ncnc3nc[nH]c23)CC1 | 11% | 1 | -7 | 12% | 0% | -4% | 7%
CC(=O)NC1C(Oc2cccc(C)c2)OC2COC(c3ccco3)OC2C1O (configuration not stated) | -1% | -5 | -15 | 51%[activator] | 9% | -3% | 20%
Cc1ccc(CS(=O)Cc2ccc(C(=O)NCc3ccc(OC(C)C)cc3)o2)cc1 (configuration not stated) | 6% | -2 | -1 | -4% | 0% | -22% | ?
CCc1nc(Nc2ccccc2)c2oc3ccccc3c2n1 | 0% | 17 | 4 | -15% | 2% | · | ?
CC(=O)N(C1CC(C)C(C#N)(C#N)C1(C#N)C#N)N(C)C (configuration not stated) | 9% | 10 | 7 | 0% | 0% | -1% | 6.3µM*
CCN(CC)CCCNC(=O)CNC(=S)N(CCCN1CCOCC1)Cc1cccs1 | ? | -3 | -7 | -24% | -3% | -4% | 22%
Cc1cccc(NC(=O)C2CC(=O)OC23CCCC3)c1 (configuration not stated) | 7% | -3 | -8 | -20% | -1% | -11% | 1%
N#C/C(=C(/O)COC(=O)CCc1ccc(S(=O)(=O)N2CCOCC2)cc1)c1nc2ccccc2[nH]1 | ? | 5 | 45 | ? | 2% | 4% | 13%
C/C(=N\NC(=O)c1ccc(N/N=C(\C)c2ccncc2)cc1)c1ccncc1 | ? | 8 | -13 | -4% | -3% | -6% | ?
COc1cc2c(cc1OC)-c1cc(NC3CC3)nc(=O)n1CC2 | · | -3 | -1 | -18% | 9% | 8% | 14%
Cc1ccc(C(=O)Cn2ncsc2=N)cc1 | 69%[activator] | 52* | 127* | 115%[activator] | -1% | -7% | 7%
Nc1ncnc(Nc2cc(Cl)cc(Cl)c2)c1[N+](=O)[O-] | 17% | -2 | -8 | 20% | -3% | -6% | 17%
COc1cccc(NC(=O)COC(=O)c2c(C)noc2C)c1 | 35%[activator] | · | · | 6% | · | -1% | 4%
Clc1ccc(C2=NCCn3nc4ccccc4c32)cc1 | ? | · | · | ? | · | -10% | ?
CN(Cc1ccccc1)Cc1nc2c([nH]1)c(=O)[nH]c(=O)n2C | 10µM* | -1 | 9 | 22% | -4% | 4% | 9%
CNCC(O)Cn1c(C(F)(F)F)nc2ccccc21 (configuration not stated) | 3% | -2 | -3 | 35%[activator] | 3% | -8% | 2%
CC(=O)N(c1cccc(C)c1)C1SC(=O)N(c2ccccc2)C1=O (configuration not stated) | · | -1 | 4 | 8% | 1% | -3% | -3%
Additional results follow.
SMILES | Pf growth 96h | CHX counter | Shiga toxin inh | Pf growth 48h | LmPK inh | TbPYK inhibitor | HCV inh
Cc1nnc(NCc2ccccc2)c2ccccc12 | -11% | 4 | · | 1% | 3% | -5% | -17%
CN(Cc1nc(-c2ccccn2)no1)S(=O)(=O)c1ccc(Cl)cc1 | · | 0 | 9 | 32%[activator] | -4% | -5% | 5%
CC(=O)c1cccc(N(CC(=O)NCCc2ccccc2)C(=O)c2csnn2)c1 | -8% | -3 | -9 | 7% | -6% | 2% | 13%
C/C(=N\Nc1ccc(S(=O)(=O)N2CCCCC2)cn1)c1cccc(Br)c1 | ? | · | · | 10µM* | · | -8% | ?
CC(OC(=O)c1ccc(O)cc1)C(=O)Nc1cc(C(F)(F)F)ccc1Cl (configuration not stated) | ? | -2 | -5 | ? | 3% | 1% | ?
Cc1ccn2c(=O)c(NC(=O)c3cccc4ccccc34)c(C)nc2c1 | -10% | · | · | 9% | · | -9% | ?
CCOC(=O)c1c(C)[nH]c(C)c1S(=O)(=O)N1CCOCC1 | 6.6µM* | -2 | -7 | 28% | 6% | 0% | 3%
CNc1nc(C)c(C#N)cc1C(C)=O | 15% | -1 | -12 | -5% | 1% | 1% | 7%
O=C(Nc1cccc(S(=O)(=O)N2CCOCC2)c1)c1c2c(nc3ccccc13)CCC2 | ? | -6 | 9 | ? | 0% | 3% | 7%
COc1ccc(NS(=O)(=O)c2cccc(C(=O)N/N=C/c3cccs3)c2)cc1 | ? | -2 | 19 | ? | 1% | -10% | -25%
Cc1ccc(S(=O)(=O)N2CCN(c3ccccn3)CC2)cc1 | 7% | -1 | -4 | 7% | 15% | -4% | 4%
CCN1CC(CN(C)Cc2nc(-c3ccc(C(F)(F)F)cc3)no2)CC1=O (configuration not stated) | 13% | -2 | -28 | 3% | -7% | 3% | ?
CN(C(=O)c1ccccc1C(=O)OCC(=O)c1ccc(F)cc1)c1ccccc1 | ? | · | · | 8.3µM* | · | 6% | -1%
CC(=O)c1cc(C(=O)Nc2ccc(C(=O)O)cc2)oc1C | · | -4 | 19 | 13% | -9% | 0% | 13%

Just Pf growth 96h (5 entries from above):
Molecule | Pf growth 96h
O=C(Nc1cccc(S(=O)(=O)N2CCOCC2)c1)c1c2c(nc3ccccc13)CCC2 | ?
COc1ccc(NS(=O)(=O)c2cccc(C(=O)N/N=C/c3cccs3)c2)cc1 | ?
Cc1ccc(S(=O)(=O)N2CCN(c3ccccn3)CC2)cc1 | 7%
CCN1CC(CN(C)Cc2nc(-c3ccc(C(F)(F)F)cc3)no2)CC1=O (configuration not stated) | 13%
CN(C(=O)c1ccccc1C(=O)OCC(=O)c1ccc(F)cc1)c1ccccc1 | ?
